High-throughput results deposited in PubChem by National Center for Advancing Translational Sciences (NCATS).
ALOX12 inh – Primary qHTS assay for inhibitors of human arachidonate 12S-lipoxygenase (ALOX12): Round 2; Polyunsaturated fatty acid lipoxygenase ALOX12 (Homo sapiens), P18054; purified 12hLO, xylenol orange hydroperoxide absorbance; Potency, µM (series often up to 108 µM), for the others: at the top dose activity change, negative = inhibition, hits mostly inhibitors; 580,000 tested, 1.1% active; AID 1671190, 2021; active = well fitted inhibition curve with a large enough effect; inconclusive = small, poorly fitted or top-dose-only effect, or another doubt; inactive = no such curve, though single readings can be large or run the other way
Target sequence (P18054 whole entry, looked up): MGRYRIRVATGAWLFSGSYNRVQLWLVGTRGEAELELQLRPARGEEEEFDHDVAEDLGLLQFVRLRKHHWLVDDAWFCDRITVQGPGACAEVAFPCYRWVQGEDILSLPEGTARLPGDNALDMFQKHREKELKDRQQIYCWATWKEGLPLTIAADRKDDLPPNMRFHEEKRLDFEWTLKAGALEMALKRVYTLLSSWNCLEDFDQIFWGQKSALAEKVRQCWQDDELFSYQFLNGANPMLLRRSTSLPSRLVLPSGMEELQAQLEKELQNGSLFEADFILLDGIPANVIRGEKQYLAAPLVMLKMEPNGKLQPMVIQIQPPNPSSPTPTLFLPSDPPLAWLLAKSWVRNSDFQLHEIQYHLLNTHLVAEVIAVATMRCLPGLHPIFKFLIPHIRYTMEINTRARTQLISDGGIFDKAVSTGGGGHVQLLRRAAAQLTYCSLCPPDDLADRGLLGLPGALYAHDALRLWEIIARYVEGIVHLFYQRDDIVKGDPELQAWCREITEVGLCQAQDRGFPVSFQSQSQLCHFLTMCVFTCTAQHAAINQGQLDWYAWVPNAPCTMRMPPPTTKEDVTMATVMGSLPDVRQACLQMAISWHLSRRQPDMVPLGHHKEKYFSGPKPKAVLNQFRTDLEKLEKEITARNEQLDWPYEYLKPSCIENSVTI
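Purified human 12hLO (150 nM final) in 25 mM Hepes, 0.01% Triton X-100, pH 7.0 was preincubated 15 min at room temperature with compound. Then 40 uM arachidonic acid was added, 30 min. Hydroperoxide was read by Fe-XO absorbance ratio 573/405 nm.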
The depositor's hits bear a star; ? = inconclusive; [ ] = another dose, or the depositor's remark. % is scaled to controls: 0 for no effect and ±100 for the full control effect; potency is read from the fitted curve at half-maximal effect. Some of the compounds tested; the hit share may differ from the screen's.

SMILES	ALOX12 inh
CC1(c2noc(-c3cccnc3)n2)CCN(C(=O)CCC(=O)n2ncc3c(Cl)cccc32)CC1	12%
CC(=O)Nc1cccc(-c2cn(C)c(=O)n3cc(COc4ccccc4)nc23)c1	-25%[176 µM]
Cc1ccc(C(=O)N2CCC[C@@H]2C(=O)N2CCC[C@@H]2C(=O)NCc2ccccc2)cc1C	-7%
Cc1cc(C(F)(F)F)nn1CC(=O)N1CCCC(CO)CCNC(=O)CC1 (centres undefined)	28%
COC(=O)COCC(=O)N1Cc2[nH]cnc2C[C@H]1c1nc(-c2ccc(F)c(Cl)c2)no1	92%[activator]
C[C@@H]1C(=O)O[C@H]2[C@H]1CC[C@@]1(C)Cc3sc(NS(=O)(=O)c4ccc(F)c(Cl)c4)nc3[C@@H](C)[C@H]21	-28%
CC(=O)N1CCC(c2noc(-c3ccccn3)n2)C1 (centres undefined)	15%
Cc1cc(C)c(NC(=O)Cn2c(=O)n(-c3ccc(F)cc3)c(=O)c3c2cc(C)n3C)c(C)c1	11%
O=C(Nc1ccccc1)Nc1ccc([C@H]2OCC(=O)N(Cc3ccc(F)cc3)[C@@H]2CO)cc1	?
O=C(N[C@H](c1ccccn1)C1CC(O)C1)c1ccc(Cn2cccn2)o1 (some centres undefined)	16%
COc1cc(OC)c(NC(=O)Cn2ccn3nc(-c4ccccc4)c(CO)c3c2=O)cc1Cl	?
CCCNC(=O)C1C(c2cccc(NC(=O)c3ccc(C)cc3)c2)OC(=O)N1Cc1ccc(C)cc1 (centres undefined)	4%
Cc1ccsc1C(=O)N1CCCC(Cc2nc(C3CCOCC3)no2)C1 (centres undefined)	19%
C#CCNC(=O)C1CN(c2ccc(F)cc2)C(=O)N1 (centres undefined)	10%[176 µM]
CN(C)Cc1nc(C(=O)N2CCC3(CC2)[C@H](O)C[C@@H]3O)cs1	44%[activator]
O=C([C@H]1C[C@H](Oc2cccnc2)CN1C(=O)c1ccc2ccccc2n1)N1CCOCC1	49%[activator]
CC1(CCCCN2CCOCC2)COc2ccc(C(=O)NCc3ccccc3)cc2N1 (centres undefined)	-2%[176 µM]
COc1ccc(S(N)(=O)=O)cc1C(=O)N1CCC2(CN(C)C(=O)O2)C1 (centres undefined)	22%
COc1ccc(S(=O)(=O)N2CCC(c3noc(-c4ccccn4)n3)C2)cc1 (centres undefined)	0%
COCC(=O)NC[C@@H]1CC[C@H]2C[C@@H]1C2(C)C	30%[activator][176 µM]
Cc1cccc(OCCc2noc(C3CCCN(C(=O)C(C)C)C3)n2)c1 (centres undefined)	50%[activator]
O=C1CN(Cc2ccc(-c3cncnc3)cc2)CCN1c1nccc(Cl)n1	88%[activator]
C=CCN1CCN(C(=O)C2CCCN(C(=O)c3ccccc3)CCC(=O)NCC2)CC1 (centres undefined)	4%
Cc1ccc([N+](=O)[O-])cc1S(=O)(=O)N(C)N=Cc1cnc2ccc(Br)cn12	8.6µM*

Entries above that contain an aryl methoxy group, in the order listed:
SMILES	ALOX12 inh
COc1cc(OC)c(NC(=O)Cn2ccn3nc(-c4ccccc4)c(CO)c3c2=O)cc1Cl	?
COc1ccc(S(N)(=O)=O)cc1C(=O)N1CCC2(CN(C)C(=O)O2)C1 (centres undefined)	22%
COc1ccc(S(=O)(=O)N2CCC(c3noc(-c4ccccn4)n3)C2)cc1 (centres undefined)	0%

Additional entries follow.
SMILES	ALOX12 inh
O=C(NCCCc1ccccc1)c1ccc2nccn2c1	32%[176 µM]
Cc1cccc(NC(=O)Cn2c(-c3ccc(F)cc3)nc(C)cc2=O)c1	-5%
COc1cccc(CC(=O)N2CC(Oc3ccc(-c4nc(-c5ccccc5)no4)cc3)C2)c1	-10%
Cc1ccc(-c2nc(C(=O)N(C)Cc3ccccc3)no2)cc1	32%[activator]
COc1ccc(CN2CCc3ncc(C(=O)NCc4cccc(Cl)c4)n3CC2)cn1	46%[activator][176 µM]
C[S+](=O)([O-])N1Cc2ccccc2CC2(CCCCN2CCc2ccccc2)C1 (centres undefined)	2%[6.33 µM]
Cc1ccc(CC(=O)NC2CCN(c3cnn(C)c(=O)c3)CC2)cc1	43%[activator]
Nc1[nH]c(C(=O)c2ccccc2)c(-c2cccc3ccccc23)c1C(=O)NCc1ccc(F)c(F)c1	-8%
COCC1CN(Cc2ccc(Br)cc2)CC12CCNCC2 (centres undefined)	?
Cc1ccc(CNC(=O)N2CCCN(C(=O)C3CC3)C(c3ccccc3)CC(=O)NCC2)cc1 (centres undefined)	24%
CC1=C[C@@H](CNC(=O)Nc2ccc(Cl)cc2)[C@H](C(C)C)C[C@H]1CC(=O)N(C)Cc1cccnc1	0%
CCS(=O)(=O)N1CCC(N2C(=O)[C@H](OCCOC)[C@@H]2c2ccncc2)CC1	5%
CCC(=O)N1CCC(CC)(N2CCN(S(=O)(=O)c3cc(Cl)ccc3OC)CC2)C1 (centres undefined)	?
Cc1c(C(=O)N2CCOC(CCCC(C)C)C2)cnc2cc(=O)[nH]n12 (centres undefined)	1%
COC(=O)[C@]12C[C@H](CC(=O)NCCCCc3ccccc3)C(=O)N(Cc3ccccc3)C1=C[C@H](C1CCCC1)O[C@@H]2C	-8%
COc1ccc(-n2nc3n(c2=O)CCN(Cc2ccc(F)cc2)C3)cc1	12%[6.33 µM]
O=C(N[C@@H]1CCC[C@@H]1C(=O)NC1CCCCCC1)c1ccncc1	7%
CCCc1noc(-c2cn(C3CCN(C(=O)c4ccc(C)c(F)c4)CC3)nn2)n1	0%
COc1ccc(Cl)cc1NC(=O)CCC1CCCN(C(=O)CCc2scnc2C)C1 (centres undefined)	28%
CCCn1cc(C(=O)N[C@@H]2COCC[C@H]2Oc2ccc(C#N)cc2)c(C)n1	28%
COc1ccc(C(=O)N[C@@H]2CCC[C@@H]2C(=O)NCCN2CCCC2)cc1	128%[activator]
CCc1noc(-c2cn(C3CCN(C(=O)COc4cccc(C)c4)CC3)nn2)n1	28%
O=C(Cn1cnc2ccccc2c1=O)N1CC[C@H](CO)[C@H](O)C1	11%
CNC(=O)CC1CCOC2(CCN(C(=O)NCc3ccc(OC)cc3)CC2)C1 (centres undefined)	12%
Cn1cc2c3c(cccc31)CN(C(=O)c1ccc(F)cc1Cl)CC2	-2%
CC(C)NC(=O)CC1(C)N=C(c2cccc3ccccc23)N(C)O1 (centres undefined)	-3%
O=C(Nc1ccsc1)N[C@H]1C[C@H]2C(=O)NC[C@@H](CCC(=O)N3CCN(c4ccccn4)CC3)N2C1	5%
CCOc1ccc(CC(=O)N2CCC3(CC2)N=C(c2ccc(Cl)cc2)NO3)cc1	?
O=C(CN1C(=O)C(c2ccccc2)=NC12CCCCCC2)NC1CCCCC1	22%
Cc1ccsc1C(=O)NCC1Cn2cccc2C(=O)N1Cc1ccccc1 (centres undefined)	11%
COc1ccc(-c2ccc3ncc(Nc4ccncc4)n3n2)cc1OC	18%[176 µM]
O=C(CC1CCN(C(=O)Nc2ccccc2F)C1)NC1CC1 (centres undefined)	22%
COc1ccc(-c2onc(C)c2C(=O)NCCCOC(C)C)cc1	50%[activator]
CC1=C[C@@H](CN2CCN(c3ncccn3)CC2)[C@H](C(C)C)C[C@H]1Cc1nnc(-c2ccccc2F)o1	3%
O=C(N[C@@H]1C[C@H](Cn2cc(C3CC3)nn2)[C@@H](O)[C@H]1O)c1cnccn1	85%[activator][176 µM]
Cn1ccnc1CNC(=O)C[C@@H]1C[C@H]2O[C@H](CNC3Cc4ccccc4C3)[C@@H](O)[C@H]2O1	13%[176 µM]

Rewritten with each value named: entries from further up.
Cn1cc2c3c(cccc31)CN(C(=O)c1ccc(F)cc1Cl)CC2
  ALOX12 inh = -2%

O=C(Nc1ccsc1)N[C@H]1C[C@H]2C(=O)NC[C@@H](CCC(=O)N3CCN(c4ccccn4)CC3)N2C1
  ALOX12 inh = 5%

COc1ccc(-c2onc(C)c2C(=O)NCCCOC(C)C)cc1
  ALOX12 inh = 50%[activator]

Later entries.
SMILES	ALOX12 inh
CCCN1C(=O)CC[C@H]2CN(C(=O)c3ccc4sccc4c3)CC[C@H]21	22%
Cn1c(Cn2cccn2)nnc1C1CCN(C(=O)N2CCOCC2)CC1	35%
COc1ccc(Cn2c(C3CCN(C(=O)C4CCCCC4)CC3)n[nH]c2=O)cc1	5%
CN(C1CCc2nn(CC3CC3)c(=O)n2CC1)S(=O)(=O)c1cn(C)cn1 (centres undefined)	59%[activator]
O=C(CC[C@@H]1CNC(=O)[C@@H]2C[C@H](NCc3ccc(CO)o3)CN12)NCc1ccc(F)cc1	29%
CCCCNC(=O)c1ccc2c(c1)N(S(=O)(=O)c1ccccc1F)CC2	-3%
CCCNC(=O)N[C@@H]1CCC[C@@H](C(=O)NCc2ccc(OC)cc2)CC(=O)N(C)C1	-3%[176 µM]
COc1ccc(CNC(=O)CC[C@H]2CNC(=O)[C@@H]3[C@@H](CCN3CC(C)(C)C)N2C)cc1	62%[activator][176 µM]
COCc1nncn1C1CCN(S(=O)(=O)c2cccc(OC)c2)CC1	59%[activator]
NC(=O)c1nnn([C@H]2C[C@H]3C(=O)N4CC[C@H](NC(=O)c5cccs5)[C@H]4C(=O)N3C2)c1C(N)=O	3%
O=C(NCc1ccccn1)C1CCN(Cc2cc3n(n2)CCNC3)CC1	36%[activator]
CC(=O)N1CC2(Cc3ccccc31)CN(C(=O)Cc1ccccn1)C2	28%[176 µM]
CN1CCC(N[C@@H]2CCC[C@@H](C(=O)NC3CC3)CC(=O)N(C)C2)CC1	30%[activator][176 µM]
Cc1ccc(C(=O)N2CCCN(C)c3ccccc32)cc1C	23%
CCOc1ccccc1C1NC(=O)N(CC(=O)N(CC)c2ccccc2)C2=C1C(=O)OC2 (centres undefined)	5%
CC(C)c1ccc(CNC(=O)C2Cn3cccc3C(=O)N2)cc1 (centres undefined)	-4%
COCCN1CCNc2nc(CNCc3cnccn3)n(Cc3ccccc3)c2C1=O	103%[activator][176 µM]
O=C(Cc1c[nH]c2ncc(-c3ccccc3Oc3ccccc3)cc12)N1CCOCC1	?
CC(C)CCN1CCc2nc(N3CCc4ccccc4C3)[nH]c(=O)c2CC1	40%[activator]
O=C(c1ccc(Cl)cc1)N1C[C@@H](F)[C@@H](OCc2nc3ccccc3[nH]2)C1	?
COCCOc1ccc(-c2noc([C@@H]3CCCN3C3CCCCC3)n2)cn1	18%[176 µM]
COc1cccc(CNC(=O)[C@@H]2C[C@@H](O)CN2C2CCN(C(=O)C(C)C)CC2)c1	25%
CCN1CCN(c2nc3c(s2)CN(C(=O)CCC(C)C)CC3)CC1	23%
COc1ccc([C@@H](NC2CCN(C(=O)C(C)C)CC2)C2CC(O)C2)cn1 (some centres undefined)	88%[activator]

Looked up one by one from above, two records:
SMILES	ALOX12 inh
CC(C)c1ccc(CNC(=O)C2Cn3cccc3C(=O)N2)cc1 (centres undefined)	-4%
O=C(Cc1c[nH]c2ncc(-c3ccccc3Oc3ccccc3)cc12)N1CCOCC1	?

The results go on.
SMILES	ALOX12 inh
CN(c1ccc(Cl)c(Cl)c1)C1CNC1	?
CCC(=O)N1CCCC(c2nc(-c3cccnc3)no2)CCNC(=O)CC1 (centres undefined)	-12%
Cc1noc(-c2ccccc2OC2CCN(C(=O)c3cnccn3)C2)n1 (centres undefined)	6%
C[C@]12CCCCCC3=CC(=O)C=C[C@@]31OC(=O)CC2	?
CC(C)n1cc2cc(C(=O)NCCc3cccs3)sc2c1	10%
CCN1C(=O)C(CC(=O)NCc2ccccn2)Sc2ncccc21 (centres undefined)	12%
CC(=O)OC[C@H]1O[C@H](C#Cc2ccc(C(C)(C)C)cc2)C=C[C@H]1OC(=O)Nc1ccccc1	-25%
O=C(N[C@H]1CCN2C(=O)c3cc(-c4cccs4)ccc3NC(=O)[C@H]12)c1cnccn1	1%[176 µM]
Cc1ccc(-c2cc3c(=O)n(CCNC(=O)c4ccc(N(C)C)cc4)ccn3n2)cc1C	15%
O=C(Cc1ccsc1)N1CCC(Cc2nc(-c3ccc(F)cc3)no2)CC1	18%
CCc1ccc(NC(=O)COc2ccc(-c3nnc4n3CCCC4)cc2)cc1	5%
C1CC(COCCc2noc(C3CNC3)n2)CCO1	68%[activator]
COc1cccc(CN2CCCCC23Cc2ccccc2CNC3=O)n1 (centres undefined)	6%[6.33 µM]
Cc1ccc(-c2cnc([C@@H]3COCCN3C3CCOCC3)[nH]2)cc1	14%[176 µM]
CCCCCCOC(=O)N=C(N)c1ccc(NCc2nc3cc(C(=O)N(CCC(=O)OCC)c4ccccn4)ccc3n2C)cc1	-27%[57.4 µM]
CCS(=O)(=O)Nc1ccc(C(=O)N2CCN(C(C)=O)CC(O)C2)cc1 (centres undefined)	-21%
O=C1CC(c2ccccc2)N(C(=O)CNC(=O)c2ccccn2)CCCCCN1 (centres undefined)	-3%
CC(C)CN(Cc1ccco1)C(=O)CC1C(=O)NCCN1Cc1ccoc1 (centres undefined)	18%
O=Cc1ccc(-c2cncc(C(=O)O)c2)cc1	?
O=C(c1nnn2cc(-c3ccccc3)[nH]c(=O)c12)N1CCCCCC1	?
CC[C@H]1CN(C(=O)Nc2cccc(C(F)(F)F)c2)CC[C@H]1CC(=O)NCCSC	-4%[176 µM]
CC(C)CNC(=O)c1cc(N2CCOCC2)cc2c1OCCN2C	-10%[176 µM]
O=C(NCCN1CCCCC1)c1cc2c(s1)CCN(C(=O)c1ccc(Cl)cc1)C2	3%
CCNC(=O)c1n[nH]c2c1CN(C(=O)c1cc(F)cc(F)c1)CC2	42%[activator]
CCn1cc(CN2CCCCCCNC(=O)[C@@H]3CCC[C@@H]32)c(C)n1	297%[activator]
Fc1ccc(-c2cnc([C@@H]3COCCN3Cc3ccncc3)[nH]2)cc1	48%[activator][176 µM]
